PfGluPho inh: PfG6PD (Plasmodium falciparum) enzyme inhibition | 350,000 compounds, 0.78% hits | inhibition, % at 20 µM | AID 504690 | PfGluPho enzyme, NADPH resazurin-diaphorase fluorescence;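 active = inhibition reaching at least a set limit at 20 µM in the primary screen, cut at about 59% in these data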;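 note: 0% = DMSO wells with substrate and 100% = DMSO wells lacking glucose-6-phosphate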
NALP3 yeast inh: inhibitors of NALP3 inflammasome in yeast; Yeast reconstituted NLRP3/ASC/caspase-1, beta-gal luminescence, 24 h; inhibition, % at 10 µM; 330,000 compounds, 0.39% hits;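 active = inhibition of 50% or more; inactive = inhibition below 50%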;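 note: plate controls were induced DMSO wells for no effect and uninduced yeast grown without galactose for full effect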
SENP8 block-1: SENP8 protease inhibition; Q96LD8; purified SENP8, Z-RLRGG-aminoluciferin cleavage, luminescence; inhibition, % at 10 µM; 330,000 compounds, 1.2% hits; AID 2540; in the data active = inhibition above about 50%
SENP8 block-2: blocks human SENP8 cleavage of Nedd8 substrate; Q96LD8; recombinant SENP8, Nedd8 substrate fluorescence; inhibition, % at 20 µM; 360,000 compounds, 0.64% hits; AID 602440; in the data active = inhibition mostly above about 40%, no sharp cut-off; inactive = mostly below about 27%
HKDC1 inhibitor: blocks human hexokinase HKDC1 activity; Q2TB90; recombinant HKDC1, G6PDH/diaphorase resazurin coupled fluorescence; inhibition, % at 20 µM; 340,000 compounds, 0.16% hits; AID 493160;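 active = inhibition above about 35% when tested at 20 µM, limit read from the data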;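 note: plate controls were DMSO wells with enzyme for no effect and DMSO wells lacking enzyme for full effect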
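test system = in-house recombinant HK5 (HKDC1) enzyme | amount = HKDC1 at 5 µg/mL | control set = DMSO-enzyme wells negative, buffer-substituted wells positive | compound = one dose of 20 µM, 1% DMSO | schedule = reaction time 90 min, room temperature, protected from light | technique = resorufin fluorescence at 613 nm | reagent = glucose with 1 mM ATP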
SENP1 inh: inhibitors of human SENP1 SUMO protease catalytic domain | recombinant SENP1 catalytic domain, CyPet-SUMO1-YPet FRET cleavage | inhibition, % at 10 µM | 360,000 compounds, 0.21% hits;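 active = inhibition at least 30% at 10 µM, raw YFP signal under a set limit, fluorescence ratio 0.5 to 1.5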;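 note: 0% = enzyme with DMSO and 100% = no enzyme wells; some results filed as inactive read as strong as hits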
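System: Recombinant human SENP1 catalytic domain, His6-tagged | Incubation: Enzyme reaction for 50 min at room temperature, dark | Medium: Tris pH 8 with BME, BSA, NP40 and catalase | Also added: 25 nM SUMO1 FRET substrate | Compound: 10 µM single point, 0.5% DMSO | Measured by: FRET fluorescence in CFP and YFP emission channels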
SENP7 inh: SENP7 protease inhibition; inhibition, % at 5 µM; Q9BQF6; AID 434973; 330,000 compounds, 1.5% hits; recombinant SENP7, Z-RLRGG-aminoluciferin luminescence, 40 min;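 active = inhibition above about 50% at the single test dose, limit read from the data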;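 note: plate controls were DMSO with enzyme for no effect and no enzyme buffer wells for full effect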
Apaf-1 inh: blocks human Apaf-1 apoptosome activity | O14727 | reconstituted apoptosome caspase-3 activity, DEVD-Rh110 fluorescence | inhibition, % at 20 µM | 330,000 compounds, 0.71% hits; active = inhibition of at least 40% at 20 µM;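 note: plate controls were DMSO wells for no effect and DEVD-CHO caspase inhibitor wells for full effect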
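Material: cell-free apoptosome with Apaf-1, procaspase-3 and caspase-9; Buffer or medium: Hepes pH 7.5 with detergent and BSA; Reagent: cytochrome c trigger plus (Z-DEVD)2-Rh110 caspase-3 substrate; Times: compound with Apaf-1, dATP, procaspase-3 30 min, then 50 min reaction, room temperature; Technique: Rh110 fluorescence intensity.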
SENP6 inh: blocks the human protease SENP6 | inhibition, % at 10 µM | 330,000 compounds, 1.8% hits | Recombinant SENP6 catalytic domain, aminoluciferin luminescence | Q9GZR1;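 active = inhibition above about 50% at the single tested dose, limit read from the data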;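 note: plate controls were DMSO wells with enzyme for no effect and DMSO wells lacking enzyme for full effect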
* marks the source's active call; other numbers are inactive results; / = not tested or not shown.

Start of the data: the first four compounds (preview)
Below each compound: PfGluPho inh, NALP3 yeast inh, SENP8 block-1, SENP8 block-2, HKDC1 inhibitor, SENP1 inh, SENP7 inh, Apaf-1 inh, SENP6 inh
[1] O=C(C1CC(=O)N(c2ccc(Br)cc2)C1)N1CCCC1 (stereo unspecified)
 : -3, -7, -3, 4, -2, 2, 1, -9, -6
[2] COc1ccc2c(CC(=O)NC(Cc3ccc(Cl)cc3)C(=O)O)cc(=O)oc2c1C (stereo unspecified)
 : 2, 19, -9, -296, 8, -7, 0, -1, -12
[3] Cc1ccc(NC(=O)CNC(=O)c2cccc(Cl)c2)nc1
 : -2, 9, -7, -5, -3, -3, -7, 6, -1
[4] O=C(Nc1ccsc1C(=O)O)c1ccc(Cl)cc1
 : 11, 12, 91*, 2, 0, 1, 88*, 22, 94*

Results, from the first entry:
Below each compound: PfGluPho inh, NALP3 yeast inh, SENP8 block-1, SENP8 block-2, HKDC1 inhibitor, SENP1 inh, SENP7 inh, Apaf-1 inh, SENP6 inh
[1] O=C(C1CC(=O)N(c2ccc(Br)cc2)C1)N1CCCC1 (stereo unspecified)
 : -3, -7, -3, 4, -2, 2, 1, -9, -6
[2] COc1ccc2c(CC(=O)NC(Cc3ccc(Cl)cc3)C(=O)O)cc(=O)oc2c1C (stereo unspecified)
 : 2, 19, -9, -296, 8, -7, 0, -1, -12
[3] Cc1ccc(NC(=O)CNC(=O)c2cccc(Cl)c2)nc1
 : -2, 9, -7, -5, -3, -3, -7, 6, -1
[4] O=C(Nc1ccsc1C(=O)O)c1ccc(Cl)cc1
 : 11, 12, 91*, 2, 0, 1, 88*, 22, 94*
[5] COc1ccc(N2CCN(CC(=O)N3CCC(C)CC3)CC2)cc1
 : 2, 8, 3, 9, -5, 2, -2, 4, 6
[6] COc1cc(/C=N/NC(=O)c2ccc(F)cc2)ccc1OC(=O)c1ccco1
 : 5, 5, -2, 1, -8, 3, 0, 11, 20
[7] O=C1C2=C(Nc3ccccc3SC2c2ccco2)c2ccccc21 (stereo unspecified)
 : 52, -2, 0, 33, 19, 7, 4, 9, -7
[8] N/C(=N\OC(=O)/C=C/c1ccccc1Cl)c1cccnc1
 : 6, -39, 27, 24, -1, 6, 52*, -10, 49
[9] Cc1cccc(N2CC(C(=O)Nc3cccc(S(=O)(=O)N4CCCCC4)c3)CC2=O)c1C (stereo unspecified)
 : 15, -5, -6, 2, -3, 0, -6, 14, 12
[10] COc1ccc2[nH]c(=O)c(CN(Cc3ccco3)C(=O)c3ccccc3)cc2c1
 : 2, 3, -4, -462, 3, -1, 0, -1, 5
[11] O=[N+]([O-])c1ccc(-c2c(O)c3ccccc3c3nc4ccccc4nc23)cc1
 : 19, 25, -5, 4, 2, -14, 3, -6, -3
[12] Nc1nc(N)nc(-c2cc([N+](=O)[O-])ccc2O)n1
 : -11, 12, 0, -7, -3, -12, 5, -13, 10
[13] CC(C)NC(=O)CSc1nc(N)c(NC(=O)c2ccccc2F)c(=O)[nH]1
 : 2, 10, 0, 16, -8, 2, 3, 4, 3
[14] O=C(Nc1cccc(F)c1)c1cc(S(=O)(=O)NCCC2=CCCCC2)ccc1F
 : 14, 19, -2, 4, -3, 3, 2, 22, 2
[15] NC(=O)C1CCN(C(=O)c2ccc(NC3=NC4CS(=O)(=O)CC4S3)cc2)CC1 (stereo unspecified)
 : 2, 3, 5, 1, -1, -2, 2, 7, 0
[16] O=C(CN1CCc2ccccc2C1)Nc1ccccc1N1CCCCCC1
 : 23, 7, 3, 19, 1, -6, 8, 19, 9
[17] O=C(CSc1nnc(CNc2ccc(Cl)cc2)n1Cc1ccccc1)NCc1ccco1
 : 2, 22, 1, 11, 5, 1, 6, 32, -7
[18] COc1ccc(C(C(=O)NCc2ccccc2)N(Cc2cccs2)C(=O)c2cnccn2)cc1 (stereo unspecified)
 : -24, 1, 5, 11, 1, 2, 3, 7, 0
[19] Clc1ccc(OCc2nn3c(-c4ccncc4)nnc3s2)cc1
 : 11, 12, -5, 20, 1, 0, -8, 22, 2
[20] COc1cc(OC)c(C(=O)/C=C/c2ccccc2)c(O)c1O
 : 4, 11, -9, 45*, 6, 2, 0, -6, -9
[21] CCCCCCCC(=O)N/N=C/c1ccco1
 : 11, 17, 3, 18, -5, -4, -5, 9, 5
[22] COc1ccc(CCN(Cc2cc3ccc(C)cc3n3nnnc23)C(C)=O)cc1OC
 : -10, 6, 1, 3, 18, 0, 0, 1, 14
[23] C[C@H]1CN(C2CCCCC2)C(=O)[C@@H]1CC(=O)NCc1ccccc1
 : 2, 18, -1, 11, -5, 4, -5, 7, 4
[24] COc1cc(/C=N/Nc2nncn2/N=C/c2ccc(O)c(OC)c2)ccc1O
 : 19, -18, -8, -106, 1, -3, -2, 8, -13
[25] Cc1ccc(S(=O)(=O)N(C)CCN(C)S(=O)(=O)c2ccc(C)cc2)cc1
 : -6, /, /, 9, -2, 3, /, /, /
[26] CC(C)(C)c1ccc(C(=O)Nc2ccc(CN3CCS(=O)(=O)CC3)cc2)cc1
 : 1, 6, -2, 1, -1, -3, -2, -1, 3
[27] O=C(c1ccc(Cl)c(S(=O)(=O)N2CCOCC2)c1)N(c1ccccn1)C1CCCCC1
 : 8, -3, -1, 13, -5, 3, 8, -1, -10
[28] Cc1noc(C)c1S(=O)(=O)Nc1ccc(O)c2c(=O)cc(-c3ccccc3Cl)oc12
 : -26, 28, -11, 21, 5, 0, 8, 2, -15
[29] O=C(NCCN1CCN(C(=O)Nc2ccccc2)CC1)Nc1ccccc1
 : 0, 12, 1, 13, -1, -5, 2, -7, -4
[30] Cc1cc(C)nc(SCC(=O)Nc2cccc(S(=O)(=O)N(C)C)c2)n1
 : 18, 12, -6, 2, -2, -2, 9, -3, -13

Some of the entries above, reformatted.
no. | mol | PfGluPho inh | NALP3 yeast inh | SENP8 block-1 | SENP8 block-2 | HKDC1 inhibitor | SENP1 inh | SENP7 inh | Apaf-1 inh | SENP6 inh
27 | O=C(c1ccc(Cl)c(S(=O)(=O)N2CCOCC2)c1)N(c1ccccn1)C1CCCCC1 | 8 | -3 | -1 | 13 | -5 | 3 | 8 | -1 | -10
7 | O=C1C2=C(Nc3ccccc3SC2c2ccco2)c2ccccc21 (stereo unspecified) | 52 | -2 | 0 | 33 | 19 | 7 | 4 | 9 | -7

Following part:
Below each compound: PfGluPho inh, NALP3 yeast inh, SENP8 block-1, SENP8 block-2, HKDC1 inhibitor, SENP1 inh, SENP7 inh, Apaf-1 inh, SENP6 inh
[31] CCOC(=O)COc1ccc2c(c1)C(=O)CC(C)(c1cccnc1)O2 (stereo unspecified)
 : -2, -19, 2, -261, -19, -5, 10, -1, 3
[32] CC(NC(=O)N1CCOCC1)c1ccccc1 (stereo unspecified)
 : 0, 7, -6, 7, -4, -1, 4, -16, 4
[33] CCn1ncc(Br)c1C(=O)Nc1cc(C(=O)OC)ccc1C(=O)OC
 : 7, 9, 0, -134, -8, -1, 2, 4, -14
[34] Cc1ccc(C(O)P(=O)(OC(C)C)c2ccc(N(C)C)cc2)cc1 (stereo unspecified)
 : -15, -13, -6, 8, -1, 2, 12, -6, -4
[35] Cc1ccc(C2(C)NC(=O)N(CC(=O)Nc3cc(S(=O)(=O)N4CCOCC4)ccc3OC(C)C)C2=O)cc1 (stereo unspecified)
 : -7, /, /, 17, -3, 3, /, /, /
[36] CN(C)c1cccc(C(=O)OCC(=O)Nc2nccs2)c1
 : -27, -6, -15, -251, 15, -10, 3, -3, -7
[37] COc1ccc(NC(=O)CSc2ccc(-c3ccco3)nn2)c(OC)c1
 : 54, 17, -9, -2, 47*, 0, 4, 16, 10
[38] COc1c(N)c2c(c([N+](=O)[O-])c1OC)C(=O)OC2
 : 35, /, /, 28, -1, 2, /, /, /
[39] Cc1nc2[nH]c(=S)n(C)c(=O)c2nc1C
 : 0, 8, -3, 18, -7, 0, 7, -27, -11
[40] CCOc1cc(S(=O)(=O)Nc2ccc(Cl)cn2)ccc1F
 : 4, 16, -6, 6, -1, 2, 12, -4, -34
[41] Cn1nc([N+](=O)[O-])nc1N1CCN(c2ccc(F)cc2)CC1
 : 25, -7, -3, 12, -7, 0, 7, -5, 19
[42] COC(=O)c1cc(OC)c(OC)cc1-n1cnc2cc(OC)c(OC)cc2c1=O
 : 0, 18, -10, -5, -9, 2, 43, -14, -20
[43] COc1ccc(NC(=O)CN(C)C(=O)COc2ccccc2Cc2ccccc2)cc1
 : 9, 19, -16, 7, -3, 3, 5, 22, -5
[44] Cc1ccc(NS(=O)(=O)c2cc(C(=O)N3CCOCC3)ccc2C)cc1
 : 8, 17, 7, 6, -13, -1, 11, -24, -20
[45] O=C(NC(=S)Nc1nc2c(ccc3ccccc32)s1)c1cccs1
 : -17, 3, -4, -111, -11, -2, 6, 17, 20
[46] CN(CCN1CCc2ccccc2C1)Cc1nc(Cc2ccccc2F)no1
 : -10, /, /, 4, -1, -3, /, /, /
[47] Cn1nnnc1SCC1=C(C(=O)O)N2C(=O)[C@@H](NC(=O)[C@H](O)c3ccccc3)[C@H]2SC1
 : -17, -1, 4, -13, 1, 1, 2, -4, -14
[48] CN(CCc1ccccn1)C(=S)Nc1ccc(Cl)c(Cl)c1
 : 16, 26, -3, 6, -11, 1, 1, 5, -12
[49] CCc1ccc(Nc2nnc(SCC(=O)Nc3ccc(C(=O)O)cc3)s2)cc1
 : -5, -9, 52*, 21, 4, 4, 53*, -7, 6
[50] COc1cccc(-c2nc(CS(=O)(=O)CC(=O)N3CCN(C4CCCCC4)CC3)c(C)o2)c1
 : 2, 0, -16, 1, -7, -2, -19, 23, -16
[51] CSc1ccccc1NC(=O)CN(C)CC(=O)Nc1c(F)cccc1F
 : -11, 4, -11, 14, -8, 2, -6, 7, -3
[52] CCC1(CC)NC(=O)N(CC(=O)N2CCc3ccccc32)C1=O
 : -16, 19, 16, 11, 2, 0, 1, -10, -8
[53] CN(C)S(=O)(=O)c1ccc(Oc2ccccc2)cc1
 : -1, -17, -2, 29, 4, 2, -8, 14, -12
[54] COc1ccc(S(=O)(=O)n2c(C)nc3ccccc32)cc1C
 : 8, 16, 11, 11, -6, 0, -1, -2, 13
[55] Cc1ccccc1S(=O)(=O)Cc1ccc(C(=O)NCc2ccc(F)cc2)o1
 : -1, 6, 7, 21, 11, -1, 4, -10, 8
[56] COc1ccc(S(=O)(=O)N2CCOCC2)cc1NC(=O)CCc1nc2ccccc2c(=O)[nH]1
 : -4, 19, 1, -19, 2, -13, -6, 5, 1
[57] O=C(COc1ccc2ccccc2c1)Nc1cccc(C(=O)Nc2ccccc2C(=O)O)c1
 : -35, -9, -8, 12, 5, 1, -4, 5, 13
[58] COc1ccc(NS(=O)(=O)c2cccs2)cn1
 : 6, 6, -9, 24, -7, 0, -15, 5, 17

Complete entries from above. Order of values: PfGluPho inh, NALP3 yeast inh, SENP8 block-1, SENP8 block-2, HKDC1 inhibitor, SENP1 inh, SENP7 inh, Apaf-1 inh, SENP6 inh
Cc1ccc(C2(C)NC(=O)N(CC(=O)Nc3cc(S(=O)(=O)N4CCOCC4)ccc3OC(C)C)C2=O)cc1 (stereo unspecified) as listed: -7, /, /, 17, -3, 3, /, /, /
CN(C)c1cccc(C(=O)OCC(=O)Nc2nccs2)c1 as listed: -27, -6, -15, -251, 15, -10, 3, -3, -7
